GLD-1 TGE inh = GLD-1-TGE RNA interaction inhibition (C. elegans) | Q17339 | purified GLD-1 + fluorescein TGE RNA, fluorescence polarization | inhibition, % at 5.96 µM | actives 0.44% (n = 320,000);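 active = percent inhibition above a per-plate cutoff, the plate mean of test compounds plus 3 SD, cut at about 30% in these data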;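 note: 0% = DMSO wells with GLD-1 and probe and 100% = wells lacking GLD-1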
GRK2 inh = inhibitors of human GRK2 displacing RNA aptamer; P25098; bead flow cytometry, FAM-aptamer displacement from GRK2; inhibition of aptamer binding, % at 10 µM; actives 0.59% (n = 330,000); AID 488847;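 active = inhibition of aptamer binding above 40%, roughly 3 SD of noise, on plates passing a quality check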;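 note: median bead fluorescence of bound FAM aptamer so fluorescent compounds give negative values; no value below 0 was filed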
CIT2 TOR yeast = yeast TOR pathway CIT2-GFP modulation | AID 2029 | GFP response vs DMSO, % at 10 µM | actives 0.065% (n = 320,000) | S. cerevisiae CIT2-GFP strain, flow cytometry, 3 h; 100 means same as DMSO wells;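 active = GFP response relative to DMSO above a set limit, near the screen mean plus 3 SD, cut at about 150% in these data; inconclusive = Fewer than 70 cells measured for a yeast strain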;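 note: ratio of well median GFP fluorescence to mean of DMSO wells on the plate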
MCL1-BIM inh = inhibitors of human MCL1 binding to BIM-BH3 peptide. Q07820. GST-MCL1 / FITC-Bim-BH3 fluorescence polarization. inhibition, % at 10.9 µM. actives 0.68% (n = 320,000);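 active = inhibition above the mean inhibition of all tested compounds plus 3 SD, set per campaign, cut at about 40% in these data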;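 note: 0% = DMSO wells and 100% = unlabeled Bim-BH3 peptide control; higher means more loss of mP so more displacement of Bim peptide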
Fam108B counter = counter-screen for RBBP9 inhibitors: inhibitors of mouse Fam108B | recombinant Fam108B, FP-Rh probe fluorescence polarization | inhibition, % at 9.51 µM | actives 0.33% (n = 300,000) | AID 1947;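 active = inhibition above the screen mean inhibition plus 3 SD, computed separately per campaign, cut at about 18% in these data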;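 note: inhibitors lower polarization as less probe binds the enzyme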
VLA-4 inh = inhibition in a human VLA-4 binding assay; P13612; VLA-4 expressing cells, ligand binding flow cytometry; inhibition, % (about 7 µM as worked out from the volumes in the protocol); actives 0.2% (n = 330,000); in the data active = inhibition above about 50%
Target sequence (P13612 whole entry, looked up): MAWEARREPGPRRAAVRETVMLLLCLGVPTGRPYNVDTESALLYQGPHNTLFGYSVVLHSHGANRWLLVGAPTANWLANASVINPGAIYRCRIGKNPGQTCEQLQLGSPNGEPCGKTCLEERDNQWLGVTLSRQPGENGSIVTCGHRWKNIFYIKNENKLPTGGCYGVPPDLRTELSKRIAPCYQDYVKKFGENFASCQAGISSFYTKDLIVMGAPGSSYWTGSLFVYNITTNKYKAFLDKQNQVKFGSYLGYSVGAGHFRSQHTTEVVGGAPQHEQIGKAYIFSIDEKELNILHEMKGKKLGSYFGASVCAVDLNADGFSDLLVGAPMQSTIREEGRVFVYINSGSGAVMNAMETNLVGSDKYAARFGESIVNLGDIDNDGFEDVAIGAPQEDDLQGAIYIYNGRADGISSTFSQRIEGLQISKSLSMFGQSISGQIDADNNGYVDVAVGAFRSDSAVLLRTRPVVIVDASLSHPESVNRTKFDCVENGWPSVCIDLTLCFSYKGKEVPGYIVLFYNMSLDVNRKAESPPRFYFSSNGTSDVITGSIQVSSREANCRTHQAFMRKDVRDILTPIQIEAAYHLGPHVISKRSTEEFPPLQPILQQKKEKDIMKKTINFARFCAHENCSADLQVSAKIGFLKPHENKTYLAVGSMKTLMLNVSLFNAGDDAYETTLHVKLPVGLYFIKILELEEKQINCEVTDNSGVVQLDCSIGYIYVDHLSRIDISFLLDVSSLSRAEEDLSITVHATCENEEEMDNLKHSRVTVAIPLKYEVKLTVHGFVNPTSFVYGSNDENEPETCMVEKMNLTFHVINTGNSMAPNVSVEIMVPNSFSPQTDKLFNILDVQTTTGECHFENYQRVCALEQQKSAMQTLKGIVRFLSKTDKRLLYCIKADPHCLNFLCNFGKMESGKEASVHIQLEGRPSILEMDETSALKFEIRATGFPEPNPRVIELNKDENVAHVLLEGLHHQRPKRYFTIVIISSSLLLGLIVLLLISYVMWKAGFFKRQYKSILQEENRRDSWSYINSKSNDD
Bcl-xL primary = blocks human Bcl-xL binding to Bim BH3 peptide | inhibition, % at 10.9 µM | Q07817 | actives 0.7% (n = 320,000) | GST-Bcl-xL / FITC-Bim BH3 peptide fluorescence polarization;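 active = inhibition above the mean of all tested compounds plus 3 SD, cutoff set per campaign, cut at about 30% in these data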;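 note: 0% = DMSO wells and 100% = unlabeled Bim-BH3 peptide competitor; inhibitors lower millipolarization by displacing the labeled peptide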
AGP1 TOR yeast = alters AGP1-GFP fluorescence in TOR pathway yeast screen; actives 0.02% (n = 320,000); S. cerevisiae AGP1-GFP multiplex flow cytometry, 3 h; GFP as percent of DMSO wells; GFP response vs DMSO, % at 10 µM;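 active = GFP response relative to DMSO above a set limit, near screen average plus 3 SD, cut at about 150% in these data; inconclusive = fewer than 70 cells counted for the yeast strain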;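 note: median GFP channel fluorescence of the gated AGP1 strain per well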
MEX-5 binding = C. elegans MEX-5 TCR-2 RNA binding activity; MEX-5/FITC-TCR2 RNA binding, fluorescence polarization; hits give low values; activity score (negative = inhibition of binding), % at 10 µM; actives 0.38% (n = 300,000); AID 1832;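 active = inhibition past about -25% in most replicates, and total fluorescence under double the plate's negative control median, limit read from the data; inconclusive = replicates evenly split on the limit, or fluorescence at least double controls; inactive = too little inhibition in most replicates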;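 note: 0% = DMSO and -100% = 5 µM competing unlabeled TCR2 RNA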
* hit, by the source's call; ? = inconclusive; / = no result given.

No.	Molecule	MEX-5 binding	Fam108B counter	GLD-1 TGE inh	AGP1 TOR yeast	VLA-4 inh	GRK2 inh	MCL1-BIM inh	CIT2 TOR yeast	Bcl-xL primary
1	C/C(=C\C(=O)c1ccc(F)cc1)Nc1ccc(N2CCOCC2)cc1	-2.1	12	3	108	-3	1	9	109	4
2	O=C(NCc1n[nH]c(=S)n1-c1ccc(Cl)c(Cl)c1)c1cccs1	-0.2	-2	-2	101	15	0	-13	95	-28
3	COc1ccc(NC(=O)/C(=C\c2cccs2)NC(=O)c2ccco2)cc1	0.6	-5	4	105	10	1	6	102	4
4	O=C(CSc1nnc(CNC(=O)c2cccs2)o1)Nc1cccc(Cl)c1	-2.0	-1	0	98	10	1	4	99	2
5	COc1ccc(N(CC(=O)Nc2ccccc2C)S(=O)(=O)c2ccccc2[N+](=O)[O-])c(OC)c1	-1.0	-6	6	106	14	3	6	111	0
6	O=c1ccc(-c2ccc(S(=O)(=O)Nc3cccc(F)c3)o2)n[nH]1	0.2	6	4	114	/	0	0	116	5
7	COC(=O)c1ccc(NC(=O)c2ccc(NC(=O)c3ccco3)cc2)cc1	-4.2	-23	-7	91	-9	83*	-83	98	-57
8	Oc1ccc(Cl)cc1CNc1nccs1	-0.8	0	-6	94	2	3	4	99	1
9	COc1cccc(-n2ccnc2SCC(=O)Nc2ccccc2)c1	/	2	6	93	-7	8	-4	99	5
10	O=C(O)C1(S(=O)(=O)c2ccc(Cl)cc2)CCC1	-0.7	2	-6	95	7	0	-6	101	3
11	COc1ccc(S(=O)(=O)N/N=C\c2ccc(OC)c(COc3ccc(C)cc3[N+](=O)[O-])c2)cc1	4.5	2	2	104	0	0	2	99	6
12	CCOC(=O)C1CCCN(C(=O)Cc2c(F)cccc2Cl)C1 (centres undefined)	-0.7	-3	1	102	1	0	7	99	2
13	CN(C)CCCn1c(N)c(C#N)c2nc(C#N)c(C#N)nc21	-3.8	-14	-69	94	-13	0	-134	106	-74
14	CC(C)(C)N=Cc1c(O)ccc2oc3c(c12)CCCC3	-7.1	3	1	89	-6	3	6	92	7
15	CCCNC(=O)c1cccc(S(=O)(=O)N2CC3(C)CC2CC(C)(C)C3)c1 (centres undefined)	-0.3	-2	3	109	12	0	-5	108	1
16	CC(=O)c1c(C)[nH]c(C(=O)OCCCCN2C(=O)c3ccccc3C2=O)c1C	-0.7	-4	5	102	6	2	-11	89	-7
17	O=C(NCCN1CCN(C(=O)C(c2ccccc2)c2ccccc2)CC1)C(=O)Nc1ccccc1	0.0	-1	-7	101	2	0	9	98	6
18	CCOC(=O)C1CCCN(CCC(=O)Nc2cccc(Cl)c2C)C1 (centres undefined)	0.1	0	6	99	13	0	14	103	4
19	O=C(NC1CC1)C1=C[C@@H](C2CC2)C[C@@H](OCCCCO)O1	2.6	-1	5	86	17	0	4	69	3
20	COc1ccc(/C=C(/NC(=O)c2cccs2)C(=O)Nc2ccc(C)cc2)cc1OC	-0.9	3	1	104	14	4	11	100	6
21	CN1Cc2ccccc2CC1CNCc1c(C(=O)N2CCCC2)nc2ccccn12 (centres undefined)	-1.4	-1	5	96	4	0	5	105	5
22	CC(=O)c1cccc(S(=O)(=O)Nc2ccccc2N2CCOCC2)c1	/	/	7	68	1	1	/	85	/
23	c1ccc(-c2nc3ccccc3[nH]2)nc1	8.4	-3	9	88	-1	2	7	96	1
24	COc1cc(Cl)c(C)cc1NCC(=O)Nc1cccc(S(=O)(=O)N2CCCC2)c1	/	/	7	103	11	2	1	103	-2

Reprinted from the part before: 3 compounds, followed by the next part.
No.	Molecule	MEX-5 binding	Fam108B counter	GLD-1 TGE inh	AGP1 TOR yeast	VLA-4 inh	GRK2 inh	MCL1-BIM inh	CIT2 TOR yeast	Bcl-xL primary
22	CC(=O)c1cccc(S(=O)(=O)Nc2ccccc2N2CCOCC2)c1	/	/	7	68	1	1	/	85	/
23	c1ccc(-c2nc3ccccc3[nH]2)nc1	8.4	-3	9	88	-1	2	7	96	1
24	COc1cc(Cl)c(C)cc1NCC(=O)Nc1cccc(S(=O)(=O)N2CCCC2)c1	/	/	7	103	11	2	1	103	-2
25	CCc1ccc(C2CC(c3cccc(Cl)c3)n3nc(N)nc3N2)cc1 (centres undefined)	0.7	0	-3	105	9	0	11	103	9
26	O=C1[C@@H]2[C@H](Cc3ccc(O)cc3)N[C@]3(C(=O)Nc4ccccc43)[C@@H]2C(=O)N1c1ccc(F)cc1	-1.9	-1	1	94	3	1	7	89	2
27	Cc1ccc(/C=N/NC(=O)c2c[nH]c3ccccc23)o1	2.1	-1	9	101	8	0	6	97	7
28	O=C(c1ccccc1)C(O)c1ccccc1 (centres undefined)	/	/	0	94	10	0	3	91	4
29	Cc1cc(=O)n(C)c(=O)n1CCCCCOc1cccc([N+](=O)[O-])c1	-1.9	2	-3	104	5	3	4	95	7
30	CCC(C)[C@H](NS(=O)(=O)c1ccc(C)cc1)C(=O)N1CCC(C(=O)N2CCC(C(N)=O)CC2)CC1 (some centres undefined)	0.2	-2	8	96	0	0	3	93	4
31	CC(C)N(Cc1nccn1C)C(=O)c1cc(COc2cccc(C(F)(F)F)c2)on1	0.6	2	2	101	-123	0	1	98	1
32	COc1cccc(CN(C(=O)Cc2c[nH]c3ccccc23)C(C(=O)NC2CCCCC2)c2cccs2)c1 (centres undefined)	-1.7	2	7	108	1	29	-1	106	-1
33	COc1ccc(CN(C)C(=O)c2cc(S(=O)(=O)Nc3ccccc3F)ccc2C)c(OC)c1	-0.4	-3	0	103	23	6	-16	99	-13
34	Cc1cccc2cc(CN(Cc3cccs3)C3(c4nnnn4C4CCCC4)CCCC3)c(=O)[nH]c12	0.7	-3	3	104	1	0	9	106	1
35	O=C(/C=C/c1ccccc1)OCCN1C(=O)c2ccccc2C1=O	-2.5	1	1	99	8	2	-3	94	0
36	O=C(NC(=O)c1cccc(F)c1)Nc1nc(-c2ccc(F)cc2)cc(C(F)(F)F)n1	/	5	-1	101	4	4	-3	104	-2

Single records (already shown):
Cc1ccc(/C=N/NC(=O)c2c[nH]c3ccccc23)o1 reads MEX-5 binding = 2.1; Fam108B counter = -1; GLD-1 TGE inh = 9; AGP1 TOR yeast = 101; VLA-4 inh = 8; GRK2 inh = 0; MCL1-BIM inh = 6; CIT2 TOR yeast = 97; Bcl-xL primary = 7
O=C(c1ccccc1)C(O)c1ccccc1 (centres undefined) reads MEX-5 binding = /; Fam108B counter = /; GLD-1 TGE inh = 0; AGP1 TOR yeast = 94; VLA-4 inh = 10; GRK2 inh = 0; MCL1-BIM inh = 3; CIT2 TOR yeast = 91; Bcl-xL primary = 4
Cc1cccc2cc(CN(Cc3cccs3)C3(c4nnnn4C4CCCC4)CCCC3)c(=O)[nH]c12 reads MEX-5 binding = 0.7; Fam108B counter = -3; GLD-1 TGE inh = 3; AGP1 TOR yeast = 104; VLA-4 inh = 1; GRK2 inh = 0; MCL1-BIM inh = 9; CIT2 TOR yeast = 106; Bcl-xL primary = 1

Further records
No.	Molecule	MEX-5 binding	Fam108B counter	GLD-1 TGE inh	AGP1 TOR yeast	VLA-4 inh	GRK2 inh	MCL1-BIM inh	CIT2 TOR yeast	Bcl-xL primary
37	COc1ccccc1/C=C1\SC(=S)N(CC(=O)NC2CCS(=O)(=O)C2)C1=O (centres undefined)	-0.5	1	5	104	4	0	10	100	2
38	COc1ccc(C(=O)OCC(=O)N2CCN(C(=O)c3ccco3)CC2)cc1OC	/	/	-1	100	4	0	/	104	/
39	COC1=C/C(=C/c2c(N)n3c(nc2=O)sc2cc(S(C)(=O)=O)ccc23)C=CC1=O	?	-1	-36	106	-52	8	-36	123	-21
40	CN(CC(=O)N1CCN(c2ccccc2)CC1)S(=O)(=O)c1cnc[nH]1	0.6	-3	-3	100	7	1	7	99	1
41	Nc1ccccc1-c1nnn(CC(=O)Nc2ccc3c(c2)OCCO3)n1	-1.1	-2	9	104	-13	0	3	122	3
42	CC(C)(C)NC(=O)C(c1ccncc1)N(C(=O)c1csnn1)c1ccccc1 (centres undefined)	1.5	3	4	109	-12	0	15	105	6
43	COc1ccccc1CNC(=O)CN1CCN(S(=O)(=O)c2cccs2)CC1	1.7	0	5	97	-17	0	1	92	9
44	Cc1ccc(CN2CCCCC2C(=O)Nc2ccc(Oc3cccnc3)cc2)o1 (centres undefined)	-0.8	2	2	102	16	1	0	97	7
45	CCOC(=O)Cc1csc(NC(=O)c2csc(C)c2)n1	1.0	0	7	99	7	0	8	95	3
46	CSc1ccc(CN(C)CC(=O)Nc2ccccc2Br)cc1	1.5	-4	2	105	-6	0	9	105	3
47	Cc1cc(C)nc(NS(=O)(=O)c2ccc(NC(=O)C(C)Oc3ccccc3F)cc2)n1 (centres undefined)	2.4	6	2	104	9	1	1	103	2
48	Cc1ccc(NC(=O)CNC(=O)c2cccc(Cl)c2)nc1	-2.5	1	7	96	-2	0	-5	101	1
49	Cc1cccc(N(C(=O)c2csnn2)C(C(=O)NCc2ccccc2)c2ccncc2)c1 (centres undefined)	-1.0	2	4	103	15	2	0	105	4
50	O=C(c1cc(-c2ccc(Cl)s2)nc2ccccc12)N1CCOCC1	-4.9	-1	3	101	-1	3	-2	95	3
51	Cc1ccc(NS(=O)(=O)c2cccc(C(=O)NC3CC3)c2)c(C)c1	/	/	4	93	4	2	/	96	/

Source: PubChem BioAssay (several laboratories)
